MOR-DOR ag: agonists of human mu-delta opioid receptor heterodimerization | cells, OPRM1-OPRD1 heterodimerization, luminescence | activation, % at 9.3 µM | 0.3% of 340,000 active | AID 504326; in the data active means activation above about 18%;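 further: 0% = vehicle-treated cells and 100% = reference agonist; values of inactives mirror those of a sister screen read the other way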
DSG3 Ab inh: blocks pemphigus antibody binding to human desmoglein-3; DSG3-coupled beads, scFv-anti-DSG3-GFP binding, flow cytometry; active compounds read low; 0.48% of 310,000 active; P32926; binding (percent of control), % at 10 µM;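 active means binding more than 3 SD below its plate's average and above zero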;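 further: hits lower antibody fragment binding to DSG3; some compounds called inactive have numbers as strong as hits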
Target sequence (P32926 whole entry, looked up, the tested form may be a part): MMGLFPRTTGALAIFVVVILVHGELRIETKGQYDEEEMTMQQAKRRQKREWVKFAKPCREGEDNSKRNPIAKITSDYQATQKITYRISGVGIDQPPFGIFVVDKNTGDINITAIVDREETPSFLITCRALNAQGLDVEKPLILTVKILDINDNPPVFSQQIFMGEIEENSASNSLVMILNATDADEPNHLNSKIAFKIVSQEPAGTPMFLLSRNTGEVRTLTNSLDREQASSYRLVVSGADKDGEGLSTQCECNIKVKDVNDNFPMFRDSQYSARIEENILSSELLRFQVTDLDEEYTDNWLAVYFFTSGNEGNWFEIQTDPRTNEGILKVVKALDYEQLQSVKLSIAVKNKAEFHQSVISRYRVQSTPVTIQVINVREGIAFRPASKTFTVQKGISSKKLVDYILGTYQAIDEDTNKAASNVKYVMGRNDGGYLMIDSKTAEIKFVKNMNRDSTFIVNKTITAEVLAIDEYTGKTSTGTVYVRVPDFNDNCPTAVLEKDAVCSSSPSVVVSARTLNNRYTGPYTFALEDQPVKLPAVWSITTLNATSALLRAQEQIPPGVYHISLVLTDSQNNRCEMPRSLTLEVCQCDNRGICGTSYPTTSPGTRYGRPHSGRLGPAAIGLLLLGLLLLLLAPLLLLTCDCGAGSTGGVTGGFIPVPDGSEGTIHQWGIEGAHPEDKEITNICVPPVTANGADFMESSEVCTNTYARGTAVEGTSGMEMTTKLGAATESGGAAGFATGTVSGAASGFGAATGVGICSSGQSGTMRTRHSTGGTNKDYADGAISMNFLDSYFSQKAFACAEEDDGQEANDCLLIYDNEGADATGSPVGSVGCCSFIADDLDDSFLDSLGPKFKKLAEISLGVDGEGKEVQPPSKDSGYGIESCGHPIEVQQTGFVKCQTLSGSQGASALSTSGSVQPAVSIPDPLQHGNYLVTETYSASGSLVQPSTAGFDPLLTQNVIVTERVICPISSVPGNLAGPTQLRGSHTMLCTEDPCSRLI
phage Ecoli inh: E. coli growth loss with phage present; 0.26% of 360,000 active; growth absorbance; inhibition, % at 11.9 µM; in the data active means inhibition above about 11%
MOR-DOR inv ag: inverse agonists of human mu-delta opioid receptor heterodimerization; cell-based MOR-DOR heterodimer luminescence, inverse agonism; inhibition, % at 9.3 µM; 0.21% of 340,000 active; AID 504357; in the data active means inhibition above about 22%, passing the limit was not always enough;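 further: 0% = cells with DMSO and 100% = wells without cells with DMSO; values of inactives mirror those of a sister screen read the other way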
SUMO Mot1 rescue: inhibitors of SUMOylation pathway: yeast Mot1-301 growth rescue; 1% of 320,000 active; growth rescue, % at 18.8 µM; S. cerevisiae Mot1-301 growth rescue, ATP luminescence, 38.5C; percent above DMSO median, 100 means doubled;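 active means every valid replicate shows activation above 250% relative to neutral control wells; inactive means the rest, any valid replicate at or below 250%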;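 further: OY570 slx delta 5 strain wells were the positive control but not used for scaling; some compounds called inactive have numbers as strong as hits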
PKA-R1A activ: activates the PKA-R1A holoenzyme complex | AID 504707 | 0.083% of 340,000 active | P00514+P68181 | PKA-R1A dissociation, Cy5-IP20 fluorescence polarization; scaled: DMSO 0%, 113 µM cGMP 100% | activation, % at 11.4 µM;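 active means percent activation above the mean of all tested compounds plus 3 SD, cut at about 19% in these data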;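 further: higher means more PKAc released from R1A so a rise in polarization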
PfHsp90 set2: inhibits growth of yeast expressing Plasmodium falciparum Hsp90; S. cerevisiae expressing PfHsp90, BacTiter-Glo ATP, 48 h; yeast lacking PDR1 and PDR3 efflux regulators; inhibition, % at 9.4 µM; 0.32% of 310,000 active;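 active means every replicate shows inhibition above about 80%, whatever the replicate mean, limit read from the data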;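 further: 0% = DMSO neutral controls and 100% = 20 µM radicicol positive controls; yeast relying on Plasmodium falciparum Hsp90 in place of its own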
HTR5A ag ctr: counter-screen for OPRM1-OPRD1 agonists: human HTR5A agonism. P47898. HTR5A agonist assay, luminescence, cell-based. activation, % at 9.3 µM. 0.61% of 340,000 active. AID 504692; in the data active means activation mostly above about 9.5%, no sharp cut-off; inactive means mostly below about 7.6%;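 further: 0% = cells with vehicle only and 100% = reference agonist; strong numbers were not always called active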
HTR5A inv ctr: HTR5A inverse agonism, opioid heterodimer counter-screen. AID 504634. inhibition, % at 9.3 µM. 0.083% of 340,000 active. HTR5A cell line, luminescence; in the data active means inhibition mostly above about 23%, no sharp cut-off; inactive means mostly below about 18%;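 further: 0% = cells with DMSO and 100% = no-cell wells with DMSO; some compounds called inactive have numbers as strong as hits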
E coli growth: reduces bacterial viability in AddAB counter-screen; E. coli V3065 growth, OD600 absorbance, 18 h; inhibition, % at 11.9 µM; 0.27% of 330,000 active; AID 449728;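 active means inhibition above the campaign's mean inhibition across all tested compounds plus 3 SD, cut at about 9.9% in these data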;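 further: uninfected addAB+ strain grown without phage in ampicillin broth; 0% = DMSO wells and 100% = ciprofloxacin 0.95 µg/ml wells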
AddAB inh: less growth of phage-infected E. coli with AddAB. E. coli expressing H. pylori AddAB, absorbance growth. 0.29% of 330,000 active. inhibition, % at 11.9 µM; in the data active means inhibition above about 12%;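 further: 0% = vehicle wells of infected cells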
Numbers without * were called inactive.

For COc1ccc(NC(=O)C(c2ccc(Cl)cc2)C(C)C)cn1 (stereo unspecified) the results were MOR-DOR ag -1.3, MOR-DOR inv ag 7, SUMO Mot1 rescue -8, PKA-R1A activ -1, PfHsp90 set2 14, HTR5A ag ctr -4, HTR5A inv ctr -12, E coli growth 3.0 and AddAB inh -0.4.
For COc1cccc(-c2csc(NC3OC(=O)c4c3ccc(OC)c4OC)n2)c1 (stereo unspecified) the results were DSG3 Ab inh 108, phage Ecoli inh 0.3, SUMO Mot1 rescue -2, E coli growth -1.3 and AddAB inh 4.0.
`O=C(CCc1ccc(Oc2cc([N+](=O)[O-])cc([N+](=O)[O-])c2)cc1)Nc1cccc(Cl)c1` gave MOR-DOR ag 8.6, DSG3 Ab inh 107, phage Ecoli inh -1.2, MOR-DOR inv ag -45, SUMO Mot1 rescue -19, PKA-R1A activ -7, PfHsp90 set2 7, HTR5A ag ctr 2, HTR5A inv ctr 14, E coli growth -0.5 and AddAB inh 1.3.
For Cc1ccc(CNC(=O)C2CCC(CNS(=O)(=O)c3cccs3)CC2)cc1 (stereo unspecified) the results were MOR-DOR ag -3.7, DSG3 Ab inh 105, phage Ecoli inh -0.9, MOR-DOR inv ag 20, SUMO Mot1 rescue 1, PKA-R1A activ -9, PfHsp90 set2 3, HTR5A ag ctr -2, HTR5A inv ctr 6, E coli growth -1.8 and AddAB inh 2.0.
`CN1C(=O)N(C)C2C1N(CN1CCCCC1)C(=O)N2CN1CCCCC1` (stereo unspecified) gave MOR-DOR ag 0.1, DSG3 Ab inh 108, phage Ecoli inh 3.4, MOR-DOR inv ag 0, SUMO Mot1 rescue -5, PKA-R1A activ -4, PfHsp90 set2 7, HTR5A ag ctr 5, HTR5A inv ctr 0, E coli growth -0.6 and AddAB inh 2.2.
Screening Cc1ccc(SCCC(=O)NCC2CCCO2)cc1 (stereo unspecified) returned MOR-DOR ag 1.7, DSG3 Ab inh 108, phage Ecoli inh 0.3, MOR-DOR inv ag -10, SUMO Mot1 rescue 45, PKA-R1A activ -3, PfHsp90 set2 -4, HTR5A ag ctr 2, HTR5A inv ctr -34, E coli growth 0.7 and AddAB inh 3.0.
For COc1cccc2cc(-c3cc(=O)oc4ccc(OCC(C)=O)cc34)oc12 the results were MOR-DOR ag 2.7, DSG3 Ab inh 88, phage Ecoli inh 3.0, MOR-DOR inv ag -14, SUMO Mot1 rescue 57, PKA-R1A activ -13, PfHsp90 set2 -11, HTR5A ag ctr 2, HTR5A inv ctr -17, E coli growth 0.3 and AddAB inh 2.3.
COc1ccc(-n2nc([N+](=O)[O-])c(=NCCc3ccc(Cl)cc3)n2O)cc1 was read as MOR-DOR ag 11, DSG3 Ab inh 120, phage Ecoli inh 2.8, MOR-DOR inv ag -51, SUMO Mot1 rescue 29, PKA-R1A activ -3, PfHsp90 set2 -49, HTR5A ag ctr 3, HTR5A inv ctr -12, E coli growth 2.7 and AddAB inh 2.0.
`CCc1c(C)n([O-])c2c([n+]1=O)CCCCC2` gave MOR-DOR ag -2.0, DSG3 Ab inh 102, phage Ecoli inh -0.9, MOR-DOR inv ag 9, SUMO Mot1 rescue inactive, PKA-R1A activ 0, PfHsp90 set2 4, HTR5A ag ctr 5, HTR5A inv ctr 8, E coli growth 0.4 and AddAB inh 3.7.
`CCOC(=O)NC(=O)CSc1nc2ccc([N+](=O)[O-])cc2[nH]1` gave MOR-DOR ag -1.1, DSG3 Ab inh 99, phage Ecoli inh 3.0, MOR-DOR inv ag 6, SUMO Mot1 rescue 3, PKA-R1A activ -9, PfHsp90 set2 2, HTR5A ag ctr -1, HTR5A inv ctr 11, E coli growth 1.6 and AddAB inh 4.9.
Screening COc1ccccc1N1CCN(C(=O)c2oc3ccc(F)cc3c2C)CC1 returned MOR-DOR ag 1.9, DSG3 Ab inh 112, phage Ecoli inh 3.4, MOR-DOR inv ag -10, SUMO Mot1 rescue 15, PKA-R1A activ 5, PfHsp90 set2 -32, HTR5A ag ctr 2, HTR5A inv ctr -30, E coli growth -0.4 and AddAB inh 2.9.
Screening CCOc1cccc(C(=O)Nc2ccc(S(=O)(=O)Nc3cc(C)on3)cc2)c1 returned MOR-DOR ag -1.5, DSG3 Ab inh 107, phage Ecoli inh -0.3, MOR-DOR inv ag 8, SUMO Mot1 rescue 8, PKA-R1A activ -11, PfHsp90 set2 -13, HTR5A ag ctr 5, HTR5A inv ctr -12, E coli growth -0.6 and AddAB inh 2.7.
C#C[C@]1(O)CC[C@H]2[C@@H]3CCc4cc(OC5CCCC5)ccc4[C@H]3CC[C@@]21C was read as MOR-DOR ag 0.7, DSG3 Ab inh 102, phage Ecoli inh 2.5, MOR-DOR inv ag -4, SUMO Mot1 rescue 10, PKA-R1A activ 2, PfHsp90 set2 -13, HTR5A ag ctr -2, HTR5A inv ctr 6, E coli growth -2.7 and AddAB inh -3.3.
`O=C1CSC(=NC2CCCCC2)N1` gave MOR-DOR ag -2.4, phage Ecoli inh 2.7, MOR-DOR inv ag 13, SUMO Mot1 rescue -45, PKA-R1A activ -7, PfHsp90 set2 55, HTR5A ag ctr 9, HTR5A inv ctr -24, E coli growth 0.5 and AddAB inh -0.5.
For O=C(N/N=C/c1ccco1)c1cc2ccccc2o1 the results were MOR-DOR ag -0.8, DSG3 Ab inh 98, phage Ecoli inh -0.6, MOR-DOR inv ag 4, SUMO Mot1 rescue 34, PKA-R1A activ -11, PfHsp90 set2 10, HTR5A ag ctr -1, HTR5A inv ctr 3, E coli growth 0.1 and AddAB inh 4.1.
Screening O=C(NC1CCCC1)C1CC(O)CN1C(=O)Nc1ccccc1 (stereo unspecified) returned MOR-DOR ag -0.2, phage Ecoli inh 0.5, MOR-DOR inv ag 1, SUMO Mot1 rescue -11, PKA-R1A activ -4, PfHsp90 set2 4, HTR5A ag ctr 3, HTR5A inv ctr 2, E coli growth 0.9 and AddAB inh 1.9.
COc1cccc(N(CC(=O)O)S(=O)(=O)c2ccccc2)c1 was read as MOR-DOR ag -1.5, DSG3 Ab inh 112, phage Ecoli inh -0.5, MOR-DOR inv ag 9, SUMO Mot1 rescue -14, PKA-R1A activ -8, PfHsp90 set2 8, HTR5A ag ctr 2, HTR5A inv ctr -13, E coli growth 0.6 and AddAB inh 0.6.
For O=C(CCN1C(=O)COc2ccccc21)NCc1cccs1 the results were MOR-DOR ag -0.1, DSG3 Ab inh 98, phage Ecoli inh 0.7, MOR-DOR inv ag 0, SUMO Mot1 rescue 3, PKA-R1A activ 3, PfHsp90 set2 4, HTR5A ag ctr 1, HTR5A inv ctr -3, E coli growth 2.9 and AddAB inh 3.5.
Screening O=C(c1ccc(Cl)cc1)N1CCC(N2CCC(C(=O)N3CCOCC3)CC2)CC1 returned MOR-DOR ag -2.3, DSG3 Ab inh 106, phage Ecoli inh -0.4, MOR-DOR inv ag 16, SUMO Mot1 rescue 1, PKA-R1A activ -5, PfHsp90 set2 -10, HTR5A ag ctr -1, HTR5A inv ctr 8, E coli growth 1.9 and AddAB inh 2.3.
Screening COc1ccc(Cl)cc1C(=O)NNC(=O)c1n[nH]c2ccccc12 returned MOR-DOR ag 0.0, DSG3 Ab inh 95, phage Ecoli inh -2.1, MOR-DOR inv ag 0, SUMO Mot1 rescue 3, PKA-R1A activ 2, HTR5A ag ctr -5, HTR5A inv ctr 4, E coli growth -1.9 and AddAB inh -0.2.
`C/C(=N\NC(=O)C1CC1)c1ccc(N2CCOCC2)cc1` gave MOR-DOR ag -2.4, DSG3 Ab inh 111, phage Ecoli inh 1.8, MOR-DOR inv ag 12, SUMO Mot1 rescue 115, PKA-R1A activ 5, HTR5A ag ctr 0, HTR5A inv ctr 1, E coli growth -0.6 and AddAB inh 1.0.
COc1cc(OC)c(NC(=O)c2ccc(F)cc2)cc1Cl was read as MOR-DOR ag -2.6, DSG3 Ab inh 114, phage Ecoli inh 5.1, MOR-DOR inv ag 13, SUMO Mot1 rescue 12, PKA-R1A activ 7, PfHsp90 set2 -1, HTR5A ag ctr -11, HTR5A inv ctr -16, E coli growth -1.3 and AddAB inh 1.9.
CSc1ncccc1C(=O)OCC(=O)NC12CC3CC(CC(C3)C1)C2 was read as MOR-DOR ag 2.7, DSG3 Ab inh 114, phage Ecoli inh 1.9, MOR-DOR inv ag -13, SUMO Mot1 rescue 10, PKA-R1A activ -10, PfHsp90 set2 -10, HTR5A ag ctr 1, HTR5A inv ctr -6, E coli growth -0.1 and AddAB inh 0.2.
Screening Cc1cc(NC(=O)C2CCCCC2C(=O)O)no1 (stereo unspecified) returned MOR-DOR ag -3.6, DSG3 Ab inh 90, phage Ecoli inh 0.4, MOR-DOR inv ag 20, SUMO Mot1 rescue -15, PKA-R1A activ -2, PfHsp90 set2 27, HTR5A ag ctr 2, HTR5A inv ctr -8, E coli growth -0.2 and AddAB inh 3.3.
`CN(C)S(=O)(=O)c1ccc(N2CCCC2)c(C(=O)N2CCN(S(=O)(=O)c3cccc(F)c3)CC2)c1` gave MOR-DOR ag -0.8, DSG3 Ab inh 98, phage Ecoli inh 3.5, MOR-DOR inv ag 4, SUMO Mot1 rescue 170, PKA-R1A activ 5, PfHsp90 set2 1, HTR5A ag ctr 0, HTR5A inv ctr 1, E coli growth -1.3 and AddAB inh 0.3.
`COCCNS(=O)(=O)c1ccc(OCC(=O)OC)c(Cl)c1` gave MOR-DOR ag -2.2, DSG3 Ab inh 98, phage Ecoli inh 2.6, MOR-DOR inv ag 11, SUMO Mot1 rescue 6, PKA-R1A activ -1, PfHsp90 set2 -42, HTR5A ag ctr 3, HTR5A inv ctr 19, E coli growth -0.7 and AddAB inh 1.9.
C[n+]1c2n(c3ccccc31)N=C(c1ccc(-c3ccccc3)cc1)CS2 was read as MOR-DOR ag -4.3, DSG3 Ab inh 98, phage Ecoli inh 5.6, MOR-DOR inv ag 22, SUMO Mot1 rescue 7, PKA-R1A activ 2, PfHsp90 set2 -54, HTR5A ag ctr 0, HTR5A inv ctr -1, E coli growth 2.0 and AddAB inh 6.1.
O=C(NCC(=O)N1CCN(c2ncccn2)CC1)c1cccs1 was read as MOR-DOR ag -3.7, DSG3 Ab inh 101, MOR-DOR inv ag 19, SUMO Mot1 rescue 6, PKA-R1A activ 0, PfHsp90 set2 2, HTR5A ag ctr -2, HTR5A inv ctr 14, E coli growth -0.6 and AddAB inh 0.0.
`CCOC(=O)C1CCCN(C(=O)c2ccc(NC(=O)CC3SC(N4CCCC4)=NC3=O)cc2)C1` (stereo unspecified) gave MOR-DOR ag -1.8, DSG3 Ab inh 104, phage Ecoli inh 4.6, MOR-DOR inv ag 10, SUMO Mot1 rescue 1, PKA-R1A activ -4, PfHsp90 set2 2, HTR5A ag ctr 1, HTR5A inv ctr -2, E coli growth 0.8 and AddAB inh 1.4.
CN(C)c1nccc(NCc2ccccc2)c1C#N was read as MOR-DOR ag -0.2, DSG3 Ab inh 107, phage Ecoli inh 5.4, MOR-DOR inv ag 2, SUMO Mot1 rescue -3, PKA-R1A activ 3, PfHsp90 set2 6, HTR5A ag ctr -3, HTR5A inv ctr 1, E coli growth -0.5 and AddAB inh -1.7.

Screening results from PubChem BioAssay.
